# Assay outcomes: PubChem, National Center for Advancing Translational Sciences (NCATS)
# APEX1 inh – qHTS Assay for Inhibitors of the Human Apurinic/apyrimidinic Endonuclease 1 (APE1). AID 2517, 2012. actives 0.35% (n = 350,000). DNA repair nuclease/redox regulator APEX1 (Homo sapiens), P27695. Potency, µM (doses to about 65.8 µM), for inactives: at the top dose activity change, negative = inhibition, hits mostly inhibitors. recombinant APE1, TAMRA/BHQ-2 abasic DNA cleavage fluorescence;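 note: plate controls were vehicle for no effect and reference inhibitor for full effect; nearly all actives have a fitted effect of over 55% in size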
#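 Substrate: short duplex with […] THF abasic site, 5'-TAMRA and 3'-BHQ-2, 50 nM final. APE1 at 0.75 nM, preincubated 15 min RT with compound. Fluorescence increase from first to third read measured activity.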
# BLM inh – qHTS Assay for Inhibitors of Bloom's syndrome helicase (BLM) | Potency, µM (titrated, usually from 56.1 µM), inactives show at the highest dose activity change, negative = inhibition, usual class: inhibitors | AID 2528, 2010 | actives 0.2% (n = 350,000) | RecQ-like DNA helicase BLM (Homo sapiens), P54132 | recombinant BLM DNA unwinding, fluorescence dequenching;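 note: plate controls were vehicle for no effect and no enzyme for full effect; nearly all actives have a fitted effect of over 35% in size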
# Target sequence (P54132 whole entry, looked up): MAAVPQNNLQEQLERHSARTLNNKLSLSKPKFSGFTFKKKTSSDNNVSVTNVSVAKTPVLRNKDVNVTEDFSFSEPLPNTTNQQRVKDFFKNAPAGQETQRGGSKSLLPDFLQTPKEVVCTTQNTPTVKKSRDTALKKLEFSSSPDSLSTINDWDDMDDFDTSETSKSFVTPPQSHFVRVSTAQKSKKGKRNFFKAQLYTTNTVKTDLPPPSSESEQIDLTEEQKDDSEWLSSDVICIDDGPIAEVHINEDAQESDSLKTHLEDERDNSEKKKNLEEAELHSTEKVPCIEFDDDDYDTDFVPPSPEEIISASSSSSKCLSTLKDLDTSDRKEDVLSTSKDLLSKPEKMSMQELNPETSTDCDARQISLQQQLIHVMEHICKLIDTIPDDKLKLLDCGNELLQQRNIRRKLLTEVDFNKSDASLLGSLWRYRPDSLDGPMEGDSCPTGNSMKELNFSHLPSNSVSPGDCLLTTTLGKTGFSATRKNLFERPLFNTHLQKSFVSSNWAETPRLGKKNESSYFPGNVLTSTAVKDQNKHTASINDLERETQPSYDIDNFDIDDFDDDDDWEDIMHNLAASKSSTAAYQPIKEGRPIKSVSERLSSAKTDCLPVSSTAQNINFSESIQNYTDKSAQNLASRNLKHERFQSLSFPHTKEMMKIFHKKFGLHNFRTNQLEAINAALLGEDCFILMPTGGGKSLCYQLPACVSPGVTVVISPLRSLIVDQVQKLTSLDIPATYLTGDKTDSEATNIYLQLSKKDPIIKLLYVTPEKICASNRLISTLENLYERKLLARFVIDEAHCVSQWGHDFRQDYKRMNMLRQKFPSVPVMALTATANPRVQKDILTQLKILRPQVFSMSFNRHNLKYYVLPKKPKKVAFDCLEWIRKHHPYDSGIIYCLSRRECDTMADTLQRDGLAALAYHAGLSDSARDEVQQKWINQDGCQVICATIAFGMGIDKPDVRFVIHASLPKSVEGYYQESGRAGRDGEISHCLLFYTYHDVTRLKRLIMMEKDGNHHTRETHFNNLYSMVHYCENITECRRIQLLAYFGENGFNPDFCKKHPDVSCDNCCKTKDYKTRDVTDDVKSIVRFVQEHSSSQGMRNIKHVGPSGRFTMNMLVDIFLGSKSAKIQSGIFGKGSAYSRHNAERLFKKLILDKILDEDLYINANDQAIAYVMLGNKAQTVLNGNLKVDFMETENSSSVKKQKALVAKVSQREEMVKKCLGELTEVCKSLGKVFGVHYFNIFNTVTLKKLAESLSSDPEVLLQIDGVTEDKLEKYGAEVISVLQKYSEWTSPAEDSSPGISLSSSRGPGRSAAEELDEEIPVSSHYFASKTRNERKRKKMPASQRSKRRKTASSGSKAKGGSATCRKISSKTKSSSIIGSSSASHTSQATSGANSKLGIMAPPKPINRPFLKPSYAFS
# BAZ2B block – qHTS Assay for Inhibitors of BAZ2B. Bromodomain adjacent to zinc finger domain protein 2B (Homo sapiens), Q9UIF8. AlphaScreen BAZ2B-H3K14Ac peptide displacement. Potency, µM (top dose mostly 114 µM), for inactives: at the top dose activity change, negative = inhibition, most hits filed as inhibitors. actives 4.4% (n = 360,000). AID 504333, 2011; note: % is set by controls: 0 for no effect and ±100 for the full control effect; nearly all actives have a fitted effect of over 60% in size
#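 AlphaScreen displacement of biotin-H3(5-23)K14Ac peptide (50 nM final) from BAZ2B (50 nM final) in PBS pH 7.4, 0.01% Tween-20; complex preformed 30 min RT, then compounds (top 110 uM) 30 min RT, beads 20 min dark.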
# POLK inh – qHTS for Inhibitors of Polymerase Kappa; purified Pol kappa, fluorescent DNA synthesis assay, 10 min; actives 0.53% (n = 400,000); Potency, µM (top dose mostly 107 µM), without a hit: at the highest dose activity, negative = inhibition, actives largely listed as inhibitors; AID 588579, 2011; note: % is set by controls: 0 for no effect and ±100 for the full control effect
#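 Inhibition of 10 nM Pol kappa is measured by a fluorescent read-out at 0 and 10 min following addition of 50 nM substrate (final), with a 15-min room-temperature compound preincubation.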
# G9a block – qHTS Assay for Inhibitors of Histone Lysine Methyltransferase G9a; AID 504332, 2011; Potency, µM (top dose mostly 102 µM), for inactives: top-dose activity, negative = inhibition, hits mostly inhibitors; Histone-lysine N-methyltransferase EHMT2 (Homo sapiens), Q96KQ7; actives 8.8% (n = 350,000); G9a H3K9 monomethylation, AlphaScreen, 2 h; note: % is set by controls: 0 for no effect and ±100 for the full control effect; nearly all actives have a fitted effect of over 75% in size
#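 AlphaScreen read-out: biotin-H3K9 peptide (500 nM) methylation by 20 nM enzyme with 20 uM SAM, 2 h at room temperature after 15 min compound preincubation; anti-monomethyl H3K9 antibody plus donor/acceptor beads, 10 min dark.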
# Anesthetic bind – qHTS Assay for Identification of Novel General Anesthetics; Ferritin light chain (Equus caballus), P02791; apoferritin/1-aminoanthracene competitive binding, fluorescence; Potency, µM (top dose mostly 77.5 µM), for the others: at the top dose activity change, negative = displacement, actives largely listed as inhibitors; actives 0.074% (n = 350,000); AID 485281, 2010; note: % is set by controls: 0 for no effect and ±100 for the full control effect; nearly all actives have a fitted effect of over 20% in size
#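 Horse-spleen apoferritin (10 uM) in 50% saturated 1-aminoanthracene in PBS was incubated 10 min at room temperature with compound. Fluorescence (ex 380, em 535 nm) was normalized to free and bound 1-AMA, with concentration-response fitted by a four-parameter Hill equation.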
# POLI inh – qHTS for Inhibitors of Polymerase Iota; Pol iota fluorescent replication assay, 10 min; Potency, µM (top dose mostly 115 µM), for inactives: at the highest dose activity, negative = inhibition, usual class: inhibitors; actives 1% (n = 390,000); AID 588590, 2011
#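 Fluorescent replication assay read twice, at 0 min and 10 min after adding 50 nM (final) substrate. Enzyme (10 nM) and compounds were first incubated 15 min at room temperature; enzyme-free buffer wells were negative controls.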
# Pol beta inh – qHTS Assay for Inhibitors of DNA Polymerase Beta | P06746 | Pol beta primer extension/strand displacement, fluorescence kinetic | Potency, µM (doses to about 114 µM), for the others: at the highest dose activity change, negative = inhibition, most hits filed as inhibitors | actives 1.3% (n = 340,000) | AID 485314, 2010; note: % is set by controls: 0 for no effect and ±100 for the full control effect
#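 Reaction started by 50 nM substrate onto compound-treated Pol beta (10 nM, 15 min preincubation, room temperature); plates read at 0 min and 10 min. Normalized concentration-effect data fitted by four-parameter Hill equation.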
# Pol eta inh – qHTS for Inhibitors of Polymerase Eta; actives 1.2% (n = 390,000); AID 588591, 2011; recombinant Pol eta, fluorescent DNA replication assay; DNA polymerase eta (Homo sapiens), Q9Y253; Potency, µM (series often up to 114 µM), without a hit: at the highest dose activity change, negative = inhibition, usual class: inhibitors; note: % is set by controls: 0 for no effect and ±100 for the full control effect
#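 Pol eta (10 nM) was preincubated with compounds for 15 min at room temperature, after which fluorescent replication substrate (50 nM final) was added to start the reaction. Fluorescence was read kinetically at 0 and 10 min.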
# Numbers without * were called inactive; ? = inconclusive; nt = not tested or not shown; [ ] = remark or other dose. Calls come from the whole dose curve; as a rule, active = well fitted curve in the direction sought with a large enough effect; inconclusive = small, poorly fitted or top-dose-only effect, or another doubt; inactive = no such curve, though single readings can be large; an effect the other way counts as inactive or inconclusive. Potency is the fitted concentration of half-maximal effect. Some of the compounds tested, so the mix of outcomes need not match the whole.
# Assay codes – A = APEX1 inh; B = BLM inh; C = BAZ2B block; D = POLK inh; E = G9a block; F = Anesthetic bind; G = POLI inh; H = Pol beta inh; I = Pol eta inh
CC(C)(C)C1CCC2(CC1)SCC(=O)N2c1ccccc1 (configuration not stated)
  A: 2%; B: -1%; C: -28%[57.1 µM]; D: -2%; E: 21%; F: -8%; G: 6%; H: 0%; I: -11%
Cc1ccc(S(=O)(=O)N2CCOCC2)cc1NC(=O)COC(=O)COc1ccccc1[N+](=O)[O-]
  A: 23%; B: nt; C: nt; D: -6%; E: nt; F: nt; G: 25%; H: nt; I: 1%
COc1ccc(C(=O)Nc2ccccc2C(=O)Nc2ccc(C(=O)O)cc2)cc1
  A: -10%; B: -1%; C: -17%; D: -5%; E: ?; F: 1%; G: 157%[activator]; H: -26%; I: 5%
O=Nc1c2cc(-c3ccccc3)[nH]nc-2c2ccccc12
  A: 1%; B: 4%; C: ?; D: -6%; E: -32%; F: -3%; G: -6%; H: 40µM*; I: -8%
O=C(CC1SC(=Nc2ccc(OC(F)F)cc2)N(CCN2CCOCC2)C1=O)Nc1ccccc1 (configuration not stated)
  A: -6%; B: -11%; C: ?; D: 3%; E: 35%[12.7 µM]; F: -7%; G: -2%; H: -13%; I: -20%
CN(/N=C/c1cccnc1)c1cnn(-c2ccc(F)c(Cl)c2)c(=O)c1Cl
  A: 2%; B: -2%; C: -35%; D: -9%; E: -29%[59 µM]; F: 25%; G: -7%; H: ?; I: ?
COC(=O)c1ccc(/C=N/Nc2nc3ccccc3[nH]2)cc1
  A: 1%; B: -10%; C: 2%; D: -9%; E: 41%[activator]; F: -6%; G: -1%; H: 20%; I: -4%
CSc1ccc(CN2CCC(n3nccc3NC(=O)C3CCOC3)CC2)cc1 (configuration not stated)
  A: 36%; B: 0%; C: 0%; D: -1%; E: 79%[activator]; F: -8%; G: 7%; H: -3%; I: -21%
O=C(/C=C/c1ccc(F)cc1)NC(=S)NNC(=O)c1cnccn1
  A: -2%; B: -2%; C: 2.8µM*; D: -14%; E: 50µM*; F: -5%; G: 45%[activator][58.9 µM]; H: 2%; I: -25%
CCOC(=O)c1c(S(=O)(=O)NCC(=O)Nc2ccc(F)cc2)c(C)n(C)c1C
  A: -16%; B: -4%; C: -17%; D: -7%; E: nt; F: 4%; G: -7%; H: 2%; I: 1%
O=C1/C(=C/c2ccccn2)COc2ccccc21
  A: 2%; B: 2%; C: -34%; D: 2%; E: -48%; F: -16%; G: 31%[activator]; H: 2%; I: -16%
COCCNS(=O)(=O)c1ccc2c(c1)n(C)c(=O)n2C
  A: 9%; B: 1%; C: -10%; D: 0%; E: 4.5µM*; F: -9%; G: -2%; H: 26%; I: 148%[activator]
COc1ccc(C(=O)c2ccccc2)c2c(O)ccc(C(=O)c3ccccc3)c12
  A: -1%; B: -2%; C: -7%; D: 6%; E: ?; F: -16%; G: 8%; H: 7%; I: -1%
Cc1oc(-c2cccc(Cl)c2)nc1CN1CCC(C(=O)NCCc2ccc(Cl)cc2)CC1
  A: nt; B: 0%; C: -13%; D: -8%; E: -28%[59 µM]; F: -9%; G: 10%; H: -2%; I: -12%
Cc1ccccc1C1=N/C(=C/c2cccs2)C(=O)O1
  A: 0%; B: 0%; C: nt; D: -6%; E: -19%; F: -4%; G: -24%; H: 7%; I: -11%
Cc1onc(-c2c(Cl)cccc2Cl)c1C(=O)O/N=C(\C#N)c1ccccc1
  A: 12%; B: -4%; C: ?; D: -5%; E: nt; F: -10%; G: 20%; H: 14%; I: -4%
CCn1c(SCC(=O)Nc2ccc3c(c2)OCCO3)nnc1C1CC1
  A: 2%; B: 0%; C: 12%; D: 2%; E: 6%; F: -3%; G: 52%[activator]; H: 18%; I: -23%
O=C(O)CCC(=O)Nc1cccc(-c2nnc(-c3ccccc3)o2)c1
  A: 40%; B: -5%; C: -17%; D: 4%; E: -16%; F: -5%; G: -3%; H: 10%; I: -14%
CS(=O)(=O)N1N=C(c2ccccc2)CC1c1cccs1 (configuration not stated)
  A: -10%; B: -4%; C: -35%; D: -6%; E: 3%[0.501 µM]; F: -17%; G: 12%; H: 8%; I: -1%
O=C(COC(=O)c1ccccc1Br)NC1CCCCCCC1
  A: 37%; B: nt; C: nt; D: -6%; E: nt; F: nt; G: 1%; H: nt; I: -20%

# Reprinted from the part before: five compounds, followed by the next part.
# Assay codes – A = APEX1 inh; B = BLM inh; C = BAZ2B block; D = POLK inh; E = G9a block; F = Anesthetic bind; G = POLI inh; H = Pol beta inh; I = Pol eta inh
Cc1onc(-c2c(Cl)cccc2Cl)c1C(=O)O/N=C(\C#N)c1ccccc1
  A: 12%; B: -4%; C: ?; D: -5%; E: nt; F: -10%; G: 20%; H: 14%; I: -4%
CCn1c(SCC(=O)Nc2ccc3c(c2)OCCO3)nnc1C1CC1
  A: 2%; B: 0%; C: 12%; D: 2%; E: 6%; F: -3%; G: 52%[activator]; H: 18%; I: -23%
O=C(O)CCC(=O)Nc1cccc(-c2nnc(-c3ccccc3)o2)c1
  A: 40%; B: -5%; C: -17%; D: 4%; E: -16%; F: -5%; G: -3%; H: 10%; I: -14%
CS(=O)(=O)N1N=C(c2ccccc2)CC1c1cccs1 (configuration not stated)
  A: -10%; B: -4%; C: -35%; D: -6%; E: 3%[0.501 µM]; F: -17%; G: 12%; H: 8%; I: -1%
O=C(COC(=O)c1ccccc1Br)NC1CCCCCCC1
  A: 37%; B: nt; C: nt; D: -6%; E: nt; F: nt; G: 1%; H: nt; I: -20%
O=C(CCn1c(=O)c2ccccc2n(Cc2cccc([N+](=O)[O-])c2)c1=O)N1CCc2ccccc2C1
  A: -3%; B: -1%; C: -4%; D: 0%; E: 22%[59 µM]; F: 5%; G: 4%; H: 14%; I: -10%
CC12CCC(C(=O)Nc3nc4ccc(Br)cc4s3)(OC1=O)C2(C)C (configuration not stated)
  A: -1%; B: -7%; C: ?; D: 6%[60.1 µM]; E: nt; F: -14%; G: 22%; H: 18%; I: -20%
Cc1nn(-c2ccccc2)nc1CNC(=O)c1ncoc1-c1ccccc1
  A: 11%; B: -7%; C: 3%; D: -11%; E: nt; F: -10%; G: -15%; H: -29%; I: -8%
Cc1ccc(CNC(=O)C2CCN(S(=O)(=O)c3c(C)noc3/C=C/c3cccs3)CC2)cc1
  A: nt; B: -1%; C: nt; D: 7%; E: 17%[59 µM]; F: -14%; G: 28%; H: 25%; I: -19%
c1nc(NCC2(N3CCOCC3)CCCCC2)c2ccsc2n1
  A: 11%; B: -12%; C: -6%; D: 0%; E: ?; F: -15%; G: -11%; H: 7%; I: -8%
COc1ccc(OC)c(N=c2ssnc2Cl)c1
  A: -4%; B: -1%; C: 25µM*; D: -10%; E: 1.1µM*; F: -16%; G: ?; H: 1%; I: -10%
O=C(COc1ccccc1)Nc1cc(NC(=O)COc2ccccc2)cc(C(=O)O)c1
  A: -3%; B: -1%; C: -6%; D: -12%; E: nt; F: -3%; G: 97%[activator]; H: 12%; I: -15%
CCNC(=O)NS(=O)(=O)c1cnccc1Nc1cccc(Cl)c1
  A: -4%; B: 4%; C: -7%; D: -8%; E: ?; F: 5%; G: 0%; H: 8%; I: -2%
COc1ccc(C2CC(C)=C(C#N)S(=O)(=O)C2C#N)cc1 (configuration not stated)
  A: -2%; B: ?; C: -34%; D: -20%; E: nt; F: -6%; G: 13%[58.9 µM]; H: -8%; I: -2%
CCOc1ccccc1/C=N/Nc1ccccc1[N+](=O)[O-]
  A: -2%; B: -1%; C: ?; D: -6%; E: ?; F: -8%; G: 7%; H: -9%; I: -6%
Cc1cc(O)c(C(C)C)cc1NS(=O)(=O)c1ccccc1
  A: -6%; B: -6%; C: -5%; D: -12%; E: -4%[12.7 µM]; F: -15%; G: 9%; H: 4%; I: -6%
C=CCCCCCCCCCCCC(O)CC(O)COC(C)=O (configuration not stated) (tested in a mixture with another compound)
  A: ?; B: -7%; C: nt; D: -14%[60.1 µM]; E: 3%[2.33 µM]; F: ?; G: nt; H: nt; I: nt
O=C(CSc1ccc(F)cc1)NNC(=O)c1ccccc1Br
  A: 65%[activator]; B: -2%; C: -26%; D: 4%; E: 5%; F: 3%; G: 23%; H: 0%; I: -7%
CC(C)CC(NC(=O)C1CCCCC1)C(=O)NC(C)c1ccccc1 (configuration not stated)
  A: 22%; B: -3%; C: -12%; D: -10%; E: -32%; F: -7%; G: 148%[activator]; H: 23%; I: -2%
Cc1ccc(N(C(=O)c2ccco2)C(C(=O)NC2CCCC2)c2cccnc2)cc1C (configuration not stated)
  A: -9%; B: -3%; C: -4%; D: -1%; E: 16%; F: -4%; G: 101%[activator]; H: 53%; I: -6%
COc1cccc(N2CCN(C(=O)c3ccc(NC(=O)c4nsc5ccccc45)cc3)CC2)c1
  A: nt; B: -8%; C: -13%; D: -7%[60.1 µM]; E: -29%[59 µM]; F: -10%; G: -2%; H: 0%; I: -14%
COc1ccc(CNC(=O)COC(=O)C(CCSC)N2C(=O)c3ccccc3C2=O)cc1 (configuration not stated)
  A: -8%; B: nt; C: nt; D: -9%; E: nt; F: nt; G: -18%; H: nt; I: -4%
COC(=O)C1CSc2[nH]c(=O)sc2C1c1ccccc1 (configuration not stated)
  A: 0%; B: -1%; C: -17%; D: -9%; E: 56µM*; F: 8%; G: -15%[58.9 µM]; H: 2%; I: 7%
CCS(=O)(=O)c1ccc2c(c1)NC(=O)C(CCCl)O2 (configuration not stated)
  A: -1%; B: 0%; C: -5%; D: -11%; E: -4%; F: 0%; G: 140%[activator]; H: 4%; I: 3%
O=C(/C=C/c1cc([N+](=O)[O-])ccc1OC(F)F)NCc1ccc(F)cc1
  A: 0%; B: -1%; C: 10%; D: -5%; E: 20%; F: -21%; G: 6%; H: 36%; I: -2%
